# RAD52 anneal inh = RAD52 (human) annealing inhibition. P43351. recombinant RAD52 DNA annealing, FRET fluorescence. inhibition, % at 18.7 µM. 360,000 tested, 0.46% active;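 active = every replicate showing at least 50% inhibition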
# E-sel inducer = E-selectin induction on HUVECs; P16581; HUVEC E-selectin immunofluorescence imaging; normalized: neutral wells 0, TNF-alpha wells 100; activation, % at 7.58 µM; 260,000 tested, 0.37% active;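 active = mean E-selectin-positive cell signal at least 10% of the positive control, reached in at least 60% of replicates, without over 20% cell loss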;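 also: in these data hits start at about 27%; measured in HUVEC primary endothelial cells; signal is the percent of cells scored E-selectin positive by PE staining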
#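 Assay system: HUVEC, human umbilical vein endothelial cells / Amount: 3,000 HUVEC/well / Controls: TNF-alpha positive control, DMSO neutral control / Compound dosing: single concentration / Medium: EGM-2 over gelatin coat / Evaluation: percent E-selectin-positive cells / Signal: immunofluorescence imaging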
# RAD54 branch = RAD54 (human) branch migration inhibition | Q92698 | RAD54 Holliday junction branch migration, FAM/BHQ fluorescence | inhibition, % at 10.4 µM | 360,000 tested, 0.14% active | AID 602329;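 active = mean normalized replicate activity at least 40 and at least half of replicates scoring 40 or more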;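 also: 0% = median of neutral control wells and 100% = median of positive control wells; inhibitors cause a drop in the FAM fluorescence signal; in these data hits start at about 50%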
# Target sequence (Q92698 whole entry, looked up): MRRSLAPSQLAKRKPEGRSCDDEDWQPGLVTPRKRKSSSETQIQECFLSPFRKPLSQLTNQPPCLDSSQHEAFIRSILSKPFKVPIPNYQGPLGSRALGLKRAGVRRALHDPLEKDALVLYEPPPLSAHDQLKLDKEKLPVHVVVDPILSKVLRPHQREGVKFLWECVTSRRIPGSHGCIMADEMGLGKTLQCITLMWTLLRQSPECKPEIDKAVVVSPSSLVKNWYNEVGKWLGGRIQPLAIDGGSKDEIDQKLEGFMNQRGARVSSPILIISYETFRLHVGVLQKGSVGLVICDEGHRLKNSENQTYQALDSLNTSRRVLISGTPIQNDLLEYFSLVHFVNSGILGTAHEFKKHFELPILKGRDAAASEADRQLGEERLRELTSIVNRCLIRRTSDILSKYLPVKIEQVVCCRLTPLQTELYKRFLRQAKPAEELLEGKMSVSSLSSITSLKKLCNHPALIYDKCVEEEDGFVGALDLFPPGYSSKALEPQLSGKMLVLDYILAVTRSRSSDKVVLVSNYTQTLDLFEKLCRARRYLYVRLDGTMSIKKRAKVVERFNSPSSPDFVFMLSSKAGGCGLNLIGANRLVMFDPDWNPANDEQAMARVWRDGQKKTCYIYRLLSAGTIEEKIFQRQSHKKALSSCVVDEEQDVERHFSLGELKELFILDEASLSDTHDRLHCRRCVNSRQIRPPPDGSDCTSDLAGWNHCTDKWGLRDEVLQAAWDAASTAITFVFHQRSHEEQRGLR
# PglD inh = PglD (C. jejuni) enzyme inhibition | 360,000 tested, 0.098% active | inhibition, % at 12.5 µM | purified PglD enzyme, DTNB colorimetric CoA detection | AID 602405; in the data active = inhibition above about 16%, passing the limit was not always enough; also: strong numbers were not always called active
# PGC1a acetyl inh = modulators of PGC1a acetylation. U2OS PGC1a acetylation, AlphaScreen anti-acetyl-lysine; with virally co-expressed GCN5 acetyltransferase. inhibition, % at 15.6 µM. 350,000 tested, 0.17% active. AID 651687;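 active = every replicate shows inhibition of at least 40%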;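 also: 0% = neutral control wells and 100% = positive control wells; some results beyond the cut were filed as inactive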
# Cneo AK release = causes C. neoformans cell lysis. adenylate kinase release luminescence, 4 h; normalised: neutral wells 0, clomiphene wells 100. 360,000 tested, 0.2% active. lysis activity, % at 15 µM;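 active = mean lysis activity across replicates of at least 80%, whatever share of replicates individually reach that level; inactive = mean lysis activity below 80%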
#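 Material: C. neoformans cells | Amount: Yeast cell density of 5 × 10^6 cells/mL | Medium: Fresh YPD growth medium | Dosing: Single dose | Times: Static 4 h at 37 °C with compound, 1 h detection | Detection: AK luminescence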
# ERAP1 HTS inh = inhibitors of human ERAP1 aminopeptidase; Q9NZ08; recombinant ERAP1, Leu-AMC fluorescence, 60 min; inhibition, % at 10.7 µM; 340,000 tested, 0.15% active; AID 652197;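 active = mean replicate inhibition of at least 30%, or all replicates individually reaching that 30% level; inactive = mean below 30% and not every replicate reaching it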;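 also: 0% = neutral control wells and 100% = L-leucinethiol positive control wells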
# miR122 inh = inhibitors of miR-122 in Huh7 cells | Huh7 miR-122 Renilla luciferase sensor, 48 h; neutral wells = 0, positive control = 100 | activation (reporter increase), % at 12.5 µM | 340,000 tested, 0.3% active;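 active = mean replicate activation score at least 90 and every replicate individually at or above 90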;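 also: higher luciferase means less miR-122 activity so hits act as miR-122 inhibitors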
# Active calls of the source: *; x = not tested or not shown; [ ] = remark or other dose.
1	COc1ccccc1CN(C)C[C@@H]1OCc2ccccc2-c2ccccc2C(=O)N([C@@H](C)CO)C[C@@H]1C
2	CCNc1ccccc1C(=O)O
3	COc1ccc(CCNC(=O)CCSc2nc(-c3ccco3)cc(C(F)(F)F)n2)cc1OC
4	O=C(Nc1ccccc1F)N[C@H]1CC[C@@H](CCNC(=O)C2CC2)O[C@@H]1CO
5	COC(=O)Nc1nc(-c2cc(Cl)ccc2Cl)cs1
6	CO[C@@H]1CN(C)C(=O)c2ccc(NC(=O)C3CCOCC3)cc2OC[C@@H](C)N(C(=O)c2ccccc2)C[C@H]1C
7	CC(=O)Nc1ccc(S(=O)(=O)Nc2cc(C)cn(Cc3ccccc3)c2=O)cc1
8	C[C@@H]1CN([C@H](C)CO)C(=O)c2cc(NS(=O)(=O)c3ccccc3)ccc2O[C@@H](C)CCCCO[C@@H]1CN(C)S(=O)(=O)c1ccc(Cl)cc1
9	CCCNC(=O)N1[C@H](CO)[C@H](c2ccccc2)[C@@H]1CNC(=O)c1ccc(F)cc1
10	CCOC(=O)C1=CCC(c2ccccc2C(F)(F)F)N(S(=O)(=O)c2ccc(C)cc2)C1 (stereo not given)

assay / compound	1	2	3	4	5	6	7	8	9	10
miR122 inh	x	-3	-2	x	3	x	0	0[16.7 µM]	14[16.7 µM]	9
PglD inh	-3	-1	-2	-1	-2	3	2	5	1	3
PGC1a acetyl inh	-1	5	-12	-7	-3	1	5	-1	13	-13
Cneo AK release	-2	-7	-1	3	0	0	3	-5	x	0
E-sel inducer	3.6	x	x	0.0	0.8	-0.3	x	0.1	0.1	-0.2
RAD54 branch	0	-17	10	10	5	1	-5	-16	0	0
ERAP1 HTS inh	-1	1	x	0	0	x	x	5	x	9
RAD52 anneal inh	0	-16	x	8	-11	-13	x	7	x	-1

11	Cc1nn(-c2ccc(Cl)cc2)c2sc(C(=O)c3c(N)n(C)c(=O)n(C)c3=O)cc12
12	O=C(CCN1C(=O)C2CC=CCC2C1=O)Nc1cc(C(F)(F)F)ccc1N1CCCC1 (stereo not given)
13	COc1ccc(Cl)cc1NC(=S)NNC(=O)C1(C)CC1(Cl)Cl (stereo not given)
14	C=CCO/N=C(\C)c1c(O)c(C)c(-c2ccccc2)n(-c2ccccc2)c1=O
15	CC(C)NC(=O)N(C)C[C@H]1OCCCC[C@H](C)Oc2ccc(NS(=O)(=O)c3ccc(Cl)cc3)cc2C(=O)N([C@H](C)CO)C[C@H]1C
16	CCOC(=O)c1c(NC(=O)COC)sc(C)c1C
17	CCCN1[C@@H]2c3cccc(=O)n3C[C@H]1[C@H](CO)[C@H]2C(=O)NC1Cc2ccccc2C1
18	NC(=O)C1CCN(c2oc(/C=C/c3ccc(F)cc3)nc2S(=O)(=O)c2ccccc2)CC1
19	CCCCc1nnc(NC(=O)c2ccc3c(=O)n4c(nc3c2)CCC4)s1
20	CCOC(=O)c1oc2c(CN3CCN(C)CC3)c(O)c(CC)cc2c(=O)c1-c1nc2ccccc2s1

assay / compound	11	12	13	14	15	16	17	18	19	20
miR122 inh	23	11	3	-9	11[16.7 µM]	0	x	-10	-2	18
PglD inh	-1	-3	4	4	-1	1	1	-3	5	0
PGC1a acetyl inh	-13	x	6	-1	2	2	x	-17	x	-5
Cneo AK release	1	0	-1	-4	1	2	31	-2	1	-1
E-sel inducer	x	0.1	0.6	x	-0.2	x	0.0	3.0	0.3	0.8
RAD54 branch	-9	-6	-3	-10	5	-5	-7	9	3	-8
ERAP1 HTS inh	x	4	-3	x	-1	x	2	6	1	3
RAD52 anneal inh	x	0	-23	x	18	x	-21	-7	-3	-13

21	N#C/C=C/N1CCC(Cc2ccccc2)CC1
22	C=CCn1c(SCc2cccc3ccccc23)nnc1-c1cccnc1
23	O=C1C2CCCN2C(=O)N1CCCN1CCN(c2ccc([N+](=O)[O-])cc2)CC1 (stereo not given)
24	C[C@H]1CN([C@@H](C)CO)C(=O)Cc2cc(NC(=O)C3CCCCC3)ccc2O[C@@H]1CN(C)S(=O)(=O)c1cccs1
25	Clc1ccc(CN2CCN(c3ncccn3)CC2)cc1
26	COc1ccc(OC)c(C2=NOC(C(=O)NCc3ccccn3)C2)c1 (stereo not given)
27	C[C@H](NC(=O)C[C@H]1C=C[C@@H](NC(=O)Cc2ccccn2)[C@@H](CO)O1)c1ccccc1
28	O=C(CSc1nnc2ccccn12)NCc1cccs1
29	CCCc1cc(C(=O)NNC(=S)NC2CCCCC2)cs1
30	CS(=O)(=O)N(CC(O)CON=C1c2ccccc2-c2ccccc21)c1ccc(F)cc1 (stereo not given)

assay / compound	21	22	23	24	25	26	27	28	29	30
miR122 inh	-1	5	-7	-5[16.7 µM]	0	-12	x	6	31	3
PglD inh	5	11	-3	1	8	2	0	3	-2	1
PGC1a acetyl inh	-2	-5	6	5	1	14	-4	-14	-4	12
Cneo AK release	1	-3	4	2	2	4	0	3	-3	-2
E-sel inducer	-0.1	x	x	-0.4	0.1	x	0.1	x	-0.1	x
RAD54 branch	-9	-5	7	-3	2	-8	-36	-6	-7	4
ERAP1 HTS inh	-1	x	3	0	-1	x	-1	x	-2	x
RAD52 anneal inh	-27	x	-3	2	-4	x	-44	x	-12	x

# Whole records from above.
# Profile of COc1ccc(OC)c(C2=NOC(C(=O)NCc3ccccn3)C2)c1 (stereo not given) → miR122 inh: -12; PglD inh: 2; PGC1a acetyl inh: 14; Cneo AK release: 4; E-sel inducer: x; RAD54 branch: -8; ERAP1 HTS inh: x; RAD52 anneal inh: x
# Profile of C=CCn1c(SCc2cccc3ccccc23)nnc1-c1cccnc1 → miR122 inh: 5; PglD inh: 11; PGC1a acetyl inh: -5; Cneo AK release: -3; E-sel inducer: x; RAD54 branch: -5; ERAP1 HTS inh: x; RAD52 anneal inh: x
# Profile of N#C/C=C/N1CCC(Cc2ccccc2)CC1 → miR122 inh: -1; PglD inh: 5; PGC1a acetyl inh: -2; Cneo AK release: 1; E-sel inducer: -0.1; RAD54 branch: -9; ERAP1 HTS inh: -1; RAD52 anneal inh: -27

# The listing picks up, starting 2 compounds before the break.
29	CCCc1cc(C(=O)NNC(=S)NC2CCCCC2)cs1
30	CS(=O)(=O)N(CC(O)CON=C1c2ccccc2-c2ccccc21)c1ccc(F)cc1 (stereo not given)
31	CCOc1ccc(N=C(NC#N)SC)cc1
32	NC(=O)C1CCN(c2nc(-c3cc4ccccc4o3)cs2)CC1
33	O=C1CC2(CCN(C(=O)c3c(F)cccc3F)CC2)Oc2ccccc21
34	O=C(C[C@H]1CC[C@H]2[C@@H](COC[C@H](O)CN2S(=O)(=O)c2ccc(F)cc2)O1)NCc1ccc(Cl)c(Cl)c1
35	Cc1ccc(S(=O)(=O)N2CCOCC2)cc1NC(=O)COC(=O)c1ccc2c(c1)OCO2
36	CC12CN3CC(C)(CN(C1)C3c1ccc(Cl)cc1Cl)C2=O (stereo not given)
37	CO[C@@H]1CN(C)C(=O)c2ccc(NC(=O)C3CCCC3)cc2OC[C@@H](C)N(CCC(F)(F)F)C[C@H]1C
38	CCOC(=O)c1c(C)[nH]c(C(=O)COC(=O)/C=C/c2ccc(OCC#N)c(OC)c2)c1C
39	CCOC(=O)C1CCCN(C2=NC(=O)/C(=C/c3ccc(O)c(OCC)c3)S2)C1 (stereo not given)
40	CNC[C@@H]1OCCCC[C@@H](C)Oc2ccc(NC(=O)Cc3ccccc3)cc2C(=O)N([C@@H](C)CO)C[C@H]1C

assay / compound	29	30	31	32	33	34	35	36	37	38	39	40
miR122 inh	31	3	1	2	5	4[16.7 µM]	-4	-5	-13[16.7 µM]	5	x	3[16.7 µM]
PglD inh	-2	1	-1	-1	-1	22	-5	-5	3	-1	-7	2
PGC1a acetyl inh	-4	12	12	11	x	14	-15	-3	-1	8	x	-4
Cneo AK release	-3	-2	-3	-4	3	5	-1	-1	3	-4	-2	5
E-sel inducer	-0.1	x	x	x	11	0.5	x	x	0.0	2.2	x	0.1
RAD54 branch	-7	4	-7	0	0	-3	9	-7	-9	9	-8	7
ERAP1 HTS inh	-2	x	x	2	0	-1	4	-1	2	-1	1	-2
RAD52 anneal inh	-12	x	x	-10	-7	41	-9	-16	-4	0	-44	-75

41	COc1ccc(Cc2nnc(N/N=C(\C)c3ccccc3)[nH]c2=O)cc1OC
42	C[C@H](CO)N1C[C@H](C)[C@H](CN(C)S(=O)(=O)c2ccc(Cl)cc2)Oc2c(NC(=O)c3nc4ccccc4s3)cccc2C1=O
43	COc1ccc(-c2csc(NCCc3nc4cc(C(=O)NCCCO)ccc4n3Cc3ccc(C)cc3)n2)cc1
44	Cc1ccccc1NC(=O)C(=O)NCC1CCCN1S(=O)(=O)c1cccs1 (stereo not given)
45	CCc1nnc(NC(=O)c2cc([N+](=O)[O-])ccc2N2CCOCC2)s1
46	Cc1cc(C)cc(N(C(=O)c2ccccn2)C(C(=O)NC2CCCCC2)c2cccs2)c1 (stereo not given)
47	CCOc1ccc(N2C(=O)CC(N)C2=O)cc1 (stereo not given)
48	COc1ccc(NC(=O)Nc2ccc3c(c2)C(=O)N([C@H](C)CO)C[C@@H](C)[C@@H](CN(C)C(=O)Nc2cccc4ccccc24)O3)cc1
49	COc1ccccc1C(=O)NC(=O)COC(=O)CN1C(=O)NC(C)(C)C1=O
50	CCNC(=O)C[C@H]1CC[C@@H]2[C@H](COc3ccc(NC(=O)Nc4c(C)noc4C)cc3C(=O)N2C)O1

assay / compound	41	42	43	44	45	46	47	48	49	50
miR122 inh	-4	10[16.7 µM]	-2	-5	-3	21	-10	-5[16.7 µM]	-3	-1[16.7 µM]
PglD inh	x	2	3	-9	-3	5	4	1	10	0
PGC1a acetyl inh	x	14	x	6	0	-15	16	1	x	-3
Cneo AK release	x	-5	0	-5	x	0	-4	-2	-5	0
E-sel inducer	2.0	-18	0.6	0.6	1.1	x	x	x	-0.4	0.1
RAD54 branch	x	-3	1	5	-5	5	-19	6	-5	-7
ERAP1 HTS inh	-1	-2	2	-1	-2	x	x	-1	-1	1
RAD52 anneal inh	-6	-11	-35	-14	-10	x	x	-2	0	10

51	CCS(=O)(=O)Nc1ccc2c(c1)C(=O)N(C)[C@@H]1CC[C@@H](CC(=O)NCCOC)O[C@@H]1CO2
52	Cc1cc(-c2cc(NC=O)c3ncc(-c4cccc(C(=O)NCCN(C)C)c4)n3c2)cc(C)c1O
53	Cc1ccc(N2NC(=O)/C(=C/c3ccc(-c4ccc(Cl)c(C(=O)O)c4)o3)C2=O)cc1
54	CN(C)C(=O)[C@@H]1[C@@H](CO)[C@@H]2Cn3c(ccc(C4=CCCC4)c3=O)[C@H]1N2C(=O)c1ccccc1
55	CCN(CC(=O)N1CCN(C)CC1)S(=O)(=O)c1ccc(Cl)cc1
56	COC(=O)[C@@H](NC(=O)NC(C)CCc1ccccc1)C(C)C (stereo not given in full)

assay / compound	51	52	53	54	55	56
miR122 inh	x	-3	2	3[16.7 µM]	-2	3
PglD inh	1	5	-3	4	x	-5
PGC1a acetyl inh	x	x	-6	-5	7	4
Cneo AK release	-5	-2	-2	-2	1	0
E-sel inducer	0.1	-0.2	0.9	-0.1	x	x
RAD54 branch	6	62*	4	-2	1	2
ERAP1 HTS inh	2	8	9	0	x	x
RAD52 anneal inh	-7	92*	-15	-24	x	x

# Screening results (PubChem)
